Compound activity as filed in PubChem BioAssay.
GPR151 activ: activators of human GPR151, primary screen, cell-based, PathHunter beta-arrestin, luminescence | G-protein coupled receptor 151 (Homo sapiens), Q8TDV0 | PathHunter beta-arrestin GPR151 cells | activation, % at 11.2 µM | 650,000 tested, 1% active | AID 1508602, 2020; in the data active means activation above about 4.9%;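 further: 0% = median of compound wells and 100% = cells with positive control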
Target sequence (Q8TDV0 whole entry, looked up): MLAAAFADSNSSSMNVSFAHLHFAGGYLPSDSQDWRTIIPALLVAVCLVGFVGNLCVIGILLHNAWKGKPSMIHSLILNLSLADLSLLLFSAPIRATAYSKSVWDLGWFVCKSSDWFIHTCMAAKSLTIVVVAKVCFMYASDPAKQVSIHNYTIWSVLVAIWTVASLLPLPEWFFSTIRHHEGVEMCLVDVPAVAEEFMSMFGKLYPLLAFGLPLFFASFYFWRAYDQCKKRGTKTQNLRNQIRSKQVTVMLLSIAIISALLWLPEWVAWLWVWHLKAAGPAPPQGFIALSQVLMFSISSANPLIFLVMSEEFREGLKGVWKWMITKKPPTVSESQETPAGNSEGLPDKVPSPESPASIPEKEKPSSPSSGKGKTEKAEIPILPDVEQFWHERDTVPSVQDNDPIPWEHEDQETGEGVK
MITF inh: MITF inhibitors, primary screen, biochemical, AlphaScreen, human; Microphthalmia-associated transcription factor (Homo sapiens), O75030; AlphaScreen MITF homodimerization, bead proximity signal; inhibition, % at 2.6 µM; 650,000 tested, 0.91% active; in the data active means inhibition above about 50%;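 further: 0% = vehicle wells with protein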
Target sequence (O75030 whole entry, looked up): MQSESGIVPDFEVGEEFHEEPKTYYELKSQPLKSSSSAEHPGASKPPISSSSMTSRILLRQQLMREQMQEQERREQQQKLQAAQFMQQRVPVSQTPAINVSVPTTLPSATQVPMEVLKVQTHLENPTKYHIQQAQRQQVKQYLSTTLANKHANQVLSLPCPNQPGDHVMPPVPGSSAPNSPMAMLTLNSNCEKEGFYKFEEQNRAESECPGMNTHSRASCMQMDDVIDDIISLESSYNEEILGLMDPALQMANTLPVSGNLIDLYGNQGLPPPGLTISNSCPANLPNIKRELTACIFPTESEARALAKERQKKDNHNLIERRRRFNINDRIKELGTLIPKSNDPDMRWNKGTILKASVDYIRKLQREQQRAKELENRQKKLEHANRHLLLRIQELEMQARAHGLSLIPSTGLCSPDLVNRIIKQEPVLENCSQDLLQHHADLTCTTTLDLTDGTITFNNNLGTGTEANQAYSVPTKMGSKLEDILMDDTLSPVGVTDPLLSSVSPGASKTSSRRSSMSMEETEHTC
TEAD-YAP inh: TEAD-YAP interaction inhibition, primary screen, TEAD-YAP interaction inhibitor project, luminescence, HEK-TIYL cells; AID 1259422, 2018; 640,000 tested, 1.4% active; inhibition, % at 9.12 µM; TEAD-Gal4/YAP UAS-luciferase luminescence; in the data active means inhibition above about 32%;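 further: 0% = median of test compound wells and 100% = reference inhibitor wells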
FBW7 act: FBW7 E3 ligase activators, primary screen, biochemical, AlphaScreen, human | AlphaScreen FBW7–phospho-cyclin E peptide binding, activator screen | normalized activity (activation), % at 26.1 µM | 650,000 tested, 0.13% active; in the data active means normalized activity above about 1.9%;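 further: purified mutant Fbw7 with reduced substrate affinity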
* marks the source's active call; other numbers are inactive results; · = not tested or not shown; & = joins results of further samples. The order is random. Share with any hit: about 3.5%.

structure	GPR151 activ	MITF inh	TEAD-YAP inh	FBW7 act
CC(C)N1CC2=C(OC(N)=C(C#N)C2c2ccsc2)/C(=C/c2ccsc2)C1 (stereo not drawn)	-0.3	7	11	-0.2
O=C(O)CC1=C(Nc2ccc(F)cc2)C(=O)N(c2ccc(F)cc2)C1c1ccccc1 (stereo not drawn)	-0.9	7	-44	0.4
O=C(c1cc(-c2ccc(F)cc2)on1)N1CCCC1	-0.7	5	-19	0.0
N[C@H](CCCP(=O)(O)O)C(=O)O	0.3	32	·	0.3
CC(C)CNC(=O)COC(=O)CNC(=O)c1cccc(F)c1	-0.2	-10	3	0.0
Cc1ccc(NC(=O)NC(=O)N(C(C)C)S(=O)(=O)c2ccc(C)cc2)cc1	2.9	-9	-12	-0.1
Cn1c(=O)[nH]c(=O)c2c1nc(N1CCNCC1)n2CC(O)COc1ccccc1 (stereo not drawn)	0.2	9	16	0.0
CC(C)(C)c1ccc(C(=O)Nc2ccc(-c3nc4ccccc4o3)c(O)c2)cc1	0.7	3	7	-0.1
CCC1Sc2cc(S(=O)(=O)CCC(=O)Nc3ccccc3C)ccc2NC1=O (stereo not drawn)	0.7	0	5	-0.1
C/C(CC(=O)Nc1cccc(C(F)(F)F)c1)=N\Nc1ccccc1	0.3	5	-10	-0.6
CC(C)c1nccn1S(=O)(=O)c1cc([N+](=O)[O-])ccc1Cl	1.9	5	1	0.1
COc1ccc(-c2cc(C(F)(F)F)n3nc(C(=O)Nc4ccc(C)c(Cl)c4)cc3n2)cc1	-0.6	20	-3	-0.1
CC(=O)C1C(c2ccc(OC(F)F)cc2)NC(=O)NC1(O)C(F)(F)F (stereo not drawn)	4.0	1	7	-0.1
COc1ccc(N2CCN(Cc3nc(N)nc(Nc4cccc(Cl)c4)n3)CC2)cc1	0.0	3	1	0.1
O=C1O[C@@H]2C[C@H]3C[C@@H]2[C@@H]1[C@H]3C(=O)N(Cc1cccs1)C1CCCCC1	0.4	-5	11	-0.3
CN(C)c1ccc(C2(c3ccc(N(C)C)c4ccccc34)C=Cc3c(ccc4ccccc34)O2)cc1 (stereo not drawn)	1.0	-8	3	0.2
NC(=O)c1nc(Cl)c(Cl)c(Cl)c1Cl	0.0	13	-6	0.6
CC1Cc2ccccc2N1S(=O)(=O)c1ccc2c(c1)oc(=O)n2C (stereo not drawn)	0.7	-3	49*	0.2
CC1=C(C(=O)OCCc2ccccc2)C(c2cccc3ccccc23)NC(=O)N1 (stereo not drawn)	0.5	4	-8	-0.1
CC1=C(C(N)=O)C(c2cccc(Br)c2)n2nc(-c3ccco3)nc2N1 (stereo not drawn)	1.2	4	2	0.1
Fc1ccc(-c2csc(N3N=C(c4cccs4)CC3c3ccc(F)cc3)n2)cc1 (stereo not drawn)	1.2	-5	-9	0.6
CCOC(=O)C1=CC2(SC=C(C(=O)OCC)S2)C2=C(S1)C(C)(C)N(C(=O)c1ccccc1)c1ccc(OCC)cc12 (stereo not drawn)	-1.1	2	15	0.3
CS(=O)(=O)c1cc(Cl)ccc1N1CCN(Cc2nc3ccccc3[nH]2)CC1	-1.4	7	-13	-0.1
Cn1c(=O)c2c(nc(CN3CCCCC3)n2Cc2cccc3ccccc23)n(C)c1=O	-0.3	-52	1	0.4
Cn1cc(CN2CCCC(CNC(=O)c3cccs3)C2)c(-c2ccccc2)n1 (stereo not drawn)	-2.1	6	-7	0.7
COc1ccc(-c2noc(N3CCC(Cc4ccccc4)CC3)n2)cc1OC	1.8	-6	-1	0.3
O=C(NC(=S)N1CCN(Cc2ccccc2)CC1)c1cccnc1	2.3	2	4	-0.1
OC(COc1ccccc1)CN1CCN(c2ccc3cccc(-c4cncnc4)c3n2)CC1 (stereo not drawn)	-1.1	-2	25	-0.1
COc1ccc2nc(N(CC3CCCO3)C(=O)C3CCCN3S(C)(=O)=O)sc2c1 (stereo not drawn)	1.4	-10	-9	0.0
COC(=O)CN(c1ccccc1OC)S(=O)(=O)c1ccc(C)cc1	1.9	-5	-2	0.0
COc1ccc(NC2=C(Cl)C(=O)N(c3ccccc3OC)C2=O)cc1Cl	2.1	4	-10	-0.5
COC(=O)c1cc(=O)n2c(nc3ccccc32)s1	-6.7	1	7	-0.2
CCN(C=O)c1c(C(C)(C)C)cc(C(C)(C)C)cc1C(C)(C)C	-0.9	-18	-3	0.2
CCC1CN(CCNC(=O)C(C)c2ccccc2)Cc2cc(OC)ccc2O1 (stereo not drawn)	1.0	11	12	0.1
CC1(c2csc(Nc3ccccc3Cl)n2)CCC(=O)O1 (stereo not drawn)	-2.2	11	35*	0.2
CCOc1ccccc1C(=O)Nc1ccccc1C(F)(F)F	0.0	-10	10	0.5
O=C(/C=C/c1cccs1)NCCc1ccncc1	0.1	9	-5	0.0
CC(=O)N1CCN(Cc2nc(N3CCCCCC3)c3ccccc3n2)CC1	1.3	3	4	-0.1
CC(C)(CO)NC(=O)CC(=O)NC(C)(C)CO	-1.8	13	-4	0.5
CCCCc1[nH]nc2c1C1(CCN(C)CC1)C(C#N)=C(N)O2	0.5	21	15	0.0
CC(=O)Nc1ccc(SCC(=O)Nc2ccccc2C(=O)c2ccccc2)cc1	1.7	-16	-5	-0.1
O=C(Nc1ccccc1C(=O)N1CCCC1)c1ncoc1-c1ccc(Cl)cc1	-0.4	-5	3	0.0
COc1ccc(Cl)cc1NCc1c(C#N)c2ccccc2n1C	-1.1	-17	-6	-0.2
Cc1cccc(NCC(=O)NNC(=S)Nc2ccccc2)c1	1.5	11	-6	-0.2
CCCSCCCNC(=O)Cn1cc2c(n1)CCCCC2	0.3	5	4	0.1

A few values from the entries so far:
For FBW7 act, CCN(C=O)c1c(C(C)(C)C)cc(C(C)(C)C)cc1C(C)(C)C is entered as 0.2
For GPR151 activ, O=C(Nc1ccccc1C(=O)N1CCCC1)c1ncoc1-c1ccc(Cl)cc1 is entered as -0.4
For MITF inh, CCCSCCCNC(=O)Cn1cc2c(n1)CCCCC2 is entered as 5

Next part.
structure	GPR151 activ	MITF inh	TEAD-YAP inh	FBW7 act
Cc1ccc2c(C)nc(Nc3nc(-c4ccccc4)cc(=O)[nH]3)nc2c1	0.7	2	-9	0.0
CCOC(=O)c1cc(S(=O)(=O)NCc2ccccc2)cn1C	0.7	4	5	0.0
O=C(O)c1cccc(Nc2nccc(Nc3ccccc3C(=O)O)n2)c1	-0.1	2	-4	0.1
CCN1C(=O)/C(=c2\sc3n(c2=O)C(c2ccc(OC(=O)c4ccco4)cc2)C(C(=O)OCCOC)=C(C)N=3)c2ccccc21 (stereo not drawn)	0.3	11	8	-0.1
Cc1ccc(NC(=O)/C=C/c2cccc([N+](=O)[O-])c2)nc1	-0.7	1	3	0.0
O=C(CS(=O)(=O)c1ccc2ccccc2c1)N1CCCC1	0.1	-4	-2	0.0
CCc1nn(CC(=O)N2CCCCCC2)c(=O)c2cccn12	-1.2	5	12	0.2
CCN(CC)c1ccc(C2Nc3ccc(C(=O)c4ccccc4)cc3NC3=C2C(=O)CCC3)cc1 (stereo not drawn)	0.1	2	13	-0.1
CC(=O)Nc1sc(=Nc2ccccc2)n(C(C)=O)c1-c1ccccc1	0.3	-1	2	-0.1
Cc1ccc(C)c(N2CCN(C(=O)c3cc(C)[nH]n3)CC2)c1	0.9	-2	-4	0.0
CCOC(CNC(=O)Cn1ncc2c(=O)oc3ccccc3c21)OCC	0.2	-1	-11	-0.1
COCCNC(=O)COc1ccc(Br)cc1	3.2	2	-3	-0.1
COc1ccc(C2(CNC(=O)c3snnc3C)CCCC2)cc1	-0.5	-1	-7	-0.3
O=C(ON=C1CCSCC1)c1ccccc1	-0.8	6	1	0.0
COc1nc(NC(C)=O)nc(C)c1Br	2.2	9	5	0.0
COc1ccc(-n2c(SCC(=O)NCCc3ccccc3)nc3ccsc3c2=O)cc1	0.0	-1	2	0.0
COc1ccc(C2(C(=O)N3CCC(n4nc(C5CC5)ccc4=O)CC3)CCCCC2)cc1	0.4	-5	-1	-0.1
Cn1c(=O)c2c(ncn2CC(=O)Nc2cc(Cl)cc(Cl)c2)n(C)c1=O	0.7	12	8	0.1
CN(C)CCCNc1c2c(nc3ccccc13)CCC2	-1.4	-17	-1	0.4
COc1ccc(CCNC(=O)C2CCN(c3ccc(Nc4ccc5ncccc5c4)nn3)CC2)cc1	1.5	0	-6	0.0
CCOC(=O)C1=C(C)N=c2s/c(=C\c3cc4c(cc3Br)OCO4)c(=O)n2C1c1ccc2c(c1)OCO2 (stereo not drawn)	-3.3	0	3	0.4
O=C(NC(=S)Nc1cccc2c1C(=O)NC2=O)c1ccc(F)cc1	3.2	-5	9	0.0
Cc1nn(C)cc1CNC(=O)c1cnn2c(C(F)F)cc(C3CC3)nc12	-1.4	16	-6	-0.7
CCc1cccc(CC)c1NC(=O)COC	0.1	14	-9	0.0
Cc1ccc(NC(=O)CCCC(=O)O)cc1NC(=O)c1ccc(Cl)cc1	-0.3	14	15	0.5
CCSc1ccc(-c2ccccc2)nn1	-3.7	-1	-39	0.0
C=C(Cl)CSc1nnc(CCNC(=O)C2CC2)n1-c1ccc(OC)cc1	-1.9	-19	-2	0.0
CCOC(CCn1c(=S)[nH]c2cc(C(=O)OC)ccc2c1=O)OCC	1.5	9	-1	0.2
CC(=O)NC(=O)c1cc2cc(Cl)cc(Cl)c2oc1=Nc1ccc(F)cc1	-1.1	-3	7	-0.1
COc1ccc(CCNc2cc(-c3ccc(OC)cc3)nc(N)n2)cc1	0.4	0	7	-0.1
CC(C)C(=O)N1CCc2ccc(NS(=O)(=O)c3ccc(F)c(Cl)c3)cc2C1	-1.6	13	0	0.1
c1ccc(CN2CCC(Nc3nc(N4CCC(N5CCOCC5)CC4)nc4c3ncn4C3CCCCC3)CC2)cc1	0.3	20	-6	-0.2
OC(C#CCN1CCOCC1)c1ccccc1 (stereo not drawn)	-0.6	-3	-15	0.0
CCc1cccc(NC(=O)Cc2nc(-c3ccc(OC)cc3)no2)c1	-2.9	3	-5	0.0
Cc1nn(CC(=O)OC2CCCCC2)c(=O)n2cccc12	0.3	6	-50	0.1
Cc1nc(N2CCCCC2)c2c(C)c(C(=O)Nc3ccc(F)cc3F)sc2n1	-0.2	7	-5	0.0
O=C1CCC2(O1)OC(=O)c1ccccc12 (stereo not drawn)	0.5	-1	-10	0.1
NC(=O)c1ccc(NC(=O)c2cnc3ccccc3n2)cc1	-2.3	-11	-47	-0.1
Cc1c(Cl)cccc1N1C(=O)NC2CC1(C)Oc1ccc([N+](=O)[O-])cc12 (stereo not drawn)	-0.7	-7	-6	0.0
COc1ccccc1/C=C1/SC(=S)N(CCC(=O)Nc2cccc(C(=O)O)c2)C1=O	-1.1	-2	8	-0.1
O=C(Nc1ccc2nc(SCc3ccc(Br)cc3)sc2c1)C1CCCCC1	2.7	-1	13	0.0
CC1CN(Cc2cccc(OCCO)c2)Cc2cc(Cl)ccc2O1 (stereo not drawn)	1.3	-13	2	-0.1
CCOC(=O)c1cc2cc(OC)ccc2oc1=O	-1.1	15	8	0.0
CCOc1ccccc1/C=C1\C(=O)Nc2ccc(C)cc21	-2.4	14	-2	-0.2
O=S(=O)(c1ccc(F)cc1Cl)N1CCC(CO)(CC2CCCCO2)CC1 (stereo not drawn)	-0.5	7	13	0.1
CCOc1cc(C=C2C(=O)NC(=O)NC2=O)ccc1OC(C)C(=O)O (stereo not drawn)	0.4	5	6	-0.1
C=CCn1c(N/N=C/c2cccc(O)c2)nc2c1c(=O)n(C)c(=O)n2C	-0.6	-1	28	0.0
Cc1cccc(NC(=O)NCC(c2ccc3c(c2)OCO3)N2CCN(C)CC2)c1 (stereo not drawn)	1.6	2	-11	-0.2
O=C1OC(c2ccc(Br)o2)=N/C1=C\c1cccc(Cl)c1	1.2	-7	-2	-0.2
COCc1nnn(-c2nonc2N)c1C(=O)NNC(=O)c1ccccc1Br	10*	6	9	0.2
N#Cc1cc2c(nc1SCC(N)=O)N1CCC2CC1	-1.3	-20	-4	0.0
O=C(O[C@@H]1Cc2c(O)cc(O)cc2O[C@@H]1c1cc(O)c(O)c(O)c1)c1cc(O)c(O)c(O)c1	-1.0&1.8&2.7&-2.4	77*	2&-2&-11	-0.4&-0.2&-0.3
COCCOC(=O)C1=C(C)NC(=O)NC1c1ccccc1Cl (stereo not drawn)	-0.5	-6	0	0.1

Among those listed so far, 4 have a CF3 group:
structure	GPR151 activ	MITF inh	TEAD-YAP inh	FBW7 act
C/C(CC(=O)Nc1cccc(C(F)(F)F)c1)=N\Nc1ccccc1	0.3	5	-10	-0.6
COc1ccc(-c2cc(C(F)(F)F)n3nc(C(=O)Nc4ccc(C)c(Cl)c4)cc3n2)cc1	-0.6	20	-3	-0.1
CC(=O)C1C(c2ccc(OC(F)F)cc2)NC(=O)NC1(O)C(F)(F)F (stereo not drawn)	4.0	1	7	-0.1
CCOc1ccccc1C(=O)Nc1ccccc1C(F)(F)F	0.0	-10	10	0.5
